ABCB1 block = ABCB1 efflux pump inhibitors, primary screen, cell-based, multiplex, flow cytometry, ABCG2 counter-screen. hit rate 0.067% among 190,000. AID 1326, 2008. ATP-dependent translocase ABCB1 (Homo sapiens), P08183. inhibition, % at 6.6 µM. CCRF-Adr cells, JC-1 efflux; in the data active means inhibition above about 40%;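 further: 0% = vehicle and 100% = reference inhibitor; higher value means more JC-1 retained so stronger ABCB1 efflux block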
RGS4-Gao reg = modulators of RGS4 binding to Galphao, primary screen, biochemical, multiplexed bead flow cytometry; Guanine nucleotide-binding protein G(o) subunit alpha (Homo sapiens), P09471; actives lie on both sides; binding response (% of control), % at 10 µM; hit rate 0.33% among 220,000; AID 1415, 2008; in the data active means binding response below about 49% or above about 150%; inactive means in between;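 further: fluorescent Galphao activated with aluminum fluoride binding bead-coupled RGS4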
Target sequence (P09471 whole entry, looked up): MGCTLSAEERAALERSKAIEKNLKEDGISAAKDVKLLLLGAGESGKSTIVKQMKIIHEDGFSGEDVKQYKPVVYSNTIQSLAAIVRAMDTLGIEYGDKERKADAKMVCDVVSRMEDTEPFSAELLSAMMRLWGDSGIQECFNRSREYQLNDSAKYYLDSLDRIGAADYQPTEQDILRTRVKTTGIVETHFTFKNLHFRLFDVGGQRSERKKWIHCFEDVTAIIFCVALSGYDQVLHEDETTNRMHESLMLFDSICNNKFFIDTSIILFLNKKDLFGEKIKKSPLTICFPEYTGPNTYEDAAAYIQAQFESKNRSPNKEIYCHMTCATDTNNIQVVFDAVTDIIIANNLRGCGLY
Bcl-B Bim block = inhibitors of Bim-Bcl-B binding, primary screen, biochemical, multiplexed, human Bcl-2 family | hit rate 0.073% among 190,000 | inhibition, % at 10 µM | bead-based flow cytometry, Bim peptide-Bcl-B binding | Bcl-2-like protein 10 (Homo sapiens), Q9HD36;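 further: 0% = tracer peptide without compound and 100% = reference inhibitor peptide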
Target sequence (Q9HD36 whole entry, looked up): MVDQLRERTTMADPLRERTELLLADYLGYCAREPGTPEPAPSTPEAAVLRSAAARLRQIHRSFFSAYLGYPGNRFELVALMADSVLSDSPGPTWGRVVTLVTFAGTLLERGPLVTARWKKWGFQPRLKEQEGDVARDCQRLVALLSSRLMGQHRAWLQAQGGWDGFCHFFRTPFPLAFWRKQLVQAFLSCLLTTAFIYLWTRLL
Bcl-W Bim block = inhibitors of Bim binding to Bcl-W, primary screen, biochemical, multiplexed, bead-based flow cytometry. Bim peptide-Bcl-W binding. inhibition, % at 10 µM. hit rate 0.02% among 190,000;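 further: 0% = bound tracer without compound and 100% = peptide blocker; higher means less fluorescent Bim peptide bound to Bcl-W beads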
Target sequence (Q92843 whole entry, looked up): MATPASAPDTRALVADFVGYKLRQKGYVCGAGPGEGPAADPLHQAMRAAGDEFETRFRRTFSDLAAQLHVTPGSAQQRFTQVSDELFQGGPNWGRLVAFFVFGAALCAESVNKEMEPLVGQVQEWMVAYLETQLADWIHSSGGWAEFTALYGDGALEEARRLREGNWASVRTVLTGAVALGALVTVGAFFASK
ABCG2 block = ABCG2 efflux pump inhibitors, primary screen, multiplex with ABCB1, IgMXP3 cells, flow cytometry; Broad substrate specificity ATP-binding cassette transporter ABCG2 (Homo sapiens), Q9UNQ0; JC-1 efflux; inhibition, % at 6.6 µM; hit rate 0.1% among 190,000; AID 1325, 2008;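 active means inhibition above 80%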;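 further: 0% = DMSO and 100% = nicardipine control wells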
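Times: 10 min at 25 °C | Test system: Two drug-resistant human cell lines, ABCG2 and ABCB1 | Quantity: 3 million cells/mL final, two lines in 1:1 ratio | Signal: Flow cytometry, 530 nm JC-1 signal | Dosing: Compound at 6.6 µM | Controls: Nicardipine and DMSO wells | Reagent: JC-1 as fluorescent efflux pump substrate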
Bcl-XL Bim block = inhibitors of Bim-Bcl-XL binding, primary screen, biochemical, multiplexed, bead flow cytometry, human Bcl-XL | Bcl-2-like protein 1 (Homo sapiens), Q07817 | Bim peptide-Bcl-XL binding, fluorescence | inhibition, % at 10 µM | hit rate 0.04% among 190,000 | AID 1007, 2008
Bcl-2 Bim block = inhibitors of Bim-Bcl-2 binding, primary screen, biochemical, multiplexed, human Bcl-2 family | Apoptosis regulator Bcl-2 (Homo sapiens), P10415 | Bead-based flow cytometry, Bim peptide-Bcl-2 binding | inhibition, % at 10 µM | hit rate 0.06% among 190,000; in the data active means inhibition above about 40%; inconclusive means no clear call, values can overlap the other calls;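 further: 0% = no compound wells with probe peptide and 100% = reference peptide inhibitor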
Target sequence (P10415 whole entry, looked up): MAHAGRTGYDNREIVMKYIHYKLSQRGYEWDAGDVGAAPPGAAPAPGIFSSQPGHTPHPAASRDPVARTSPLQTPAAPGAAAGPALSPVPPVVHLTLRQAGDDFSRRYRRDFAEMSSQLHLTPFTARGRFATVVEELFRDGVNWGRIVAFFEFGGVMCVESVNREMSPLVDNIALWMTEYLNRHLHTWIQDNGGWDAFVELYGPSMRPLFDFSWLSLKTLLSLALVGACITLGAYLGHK
RGS7-Gao = RGS7-Galphao binding modulators, primary screen, biochemical, multiplexed bead flow cytometry; hit rate 0.35% among 220,000; actives lie on both sides; AID 1439, 2008; binding response (% of control), % at 10 µM; in the data active means binding response below about 49% or above about 150%; inconclusive means no clear call, values can overlap the other calls; inactive means in between;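 further: fluorescent Galphao held in activated GDP-AlF4 state binding bead-coupled RGS7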
Bim-Bfl-1 = inhibitors of Bim binding to Bfl-1, primary screen, biochemical, multiplexed, bead-based flow cytometry; Bim-Bfl-1 binding inhibition; hit rate 0.12% among 190,000; AID 1008, 2008; inhibition, % at 10 µM;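 further: 0% = wells without compound plus tracer and 100% = blocker peptide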
GSH fluor = compound fluorescence on glutathione beads, profiling panel, artefact control, biophysical, 488/530 nm, flow cytometry; fluorescence (KMESF) at 10 µM; hit rate 0.25% among 190,000; AID 1776, 2009; GSH beads flow cytometry, compound fluorescence 488/530 nm; stronger effect = higher value; in the data active means fluorescence above about 89;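 further: glutathione beads carrying GST-tagged Bcl family fusion proteins plus one bare bead set; values are compound well signal with DMSO vehicle wells as background; inactives centre near 16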
RGS8-Gao reg = RGS8-Galphao binding modulators, primary screen, biochemical, multiplexed bead flow cytometry; hit rate 0.34% among 220,000; response (percent of control binding), % at 10 µM; Guanine nucleotide-binding protein G(o) subunit alpha (Homo sapiens), P09471; actives lie on both sides; in the data active means response below about 60% or above about 140%; inactive means in between;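 further: Galphao activated as the GDP aluminium fluoride complex binding bead-coupled RGS8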
* hit, by the source's call. Unless noted, no stated cut-off is given here; in the data, active means inhibition above about 40%.

`CCOC(=O)c1c(NC(=O)c2nn(C)cc2[N+](=O)[O-])sc(C)c1C` gave ABCB1 block -0.4, RGS4-Gao reg 99, Bcl-B Bim block -4, Bcl-W Bim block -1, ABCG2 block 0, Bcl-XL Bim block 0, Bcl-2 Bim block 0, RGS7-Gao 100, Bim-Bfl-1 -5, GSH fluor 11 and RGS8-Gao reg 105.
Screening CCC(Sc1nc2n[nH]c(C)c2c(=N)n1-c1cccc(Cl)c1C)C(=O)N(CC)CC (configuration not stated) returned ABCB1 block 1.7, RGS4-Gao reg 101, Bcl-B Bim block 0, Bcl-W Bim block -1, ABCG2 block 7, Bcl-XL Bim block -1, Bcl-2 Bim block -4, RGS7-Gao 102, Bim-Bfl-1 -2, GSH fluor 8 and RGS8-Gao reg 104.
`O=C(Cn1c(=O)oc2cc(S(=O)(=O)N3CCCC3)ccc21)N1CCCC1` gave ABCB1 block 0.3, RGS4-Gao reg 100, Bcl-B Bim block -3, Bcl-W Bim block 0, ABCG2 block 0, Bcl-XL Bim block -3, Bcl-2 Bim block -6, RGS7-Gao 105, Bim-Bfl-1 -10, GSH fluor 18 and RGS8-Gao reg 103.
`O=C(COC(=O)C1=COCCO1)Nc1ccccc1Oc1ccccc1` gave ABCB1 block 0.3, RGS4-Gao reg 101, Bcl-B Bim block -4, Bcl-W Bim block 0, ABCG2 block 5, Bcl-XL Bim block 7, Bcl-2 Bim block -7, RGS7-Gao 98, Bim-Bfl-1 -13, GSH fluor 37 and RGS8-Gao reg 99.
`COc1ccccc1-n1nc(C(=O)Nc2ccc3c(c2)OCO3)c2ccccc2c1=O` gave ABCB1 block 6.2, RGS4-Gao reg 101, Bcl-B Bim block -9, Bcl-W Bim block 2, ABCG2 block 27, Bcl-XL Bim block -4, Bcl-2 Bim block -11, RGS7-Gao 100, Bim-Bfl-1 -15, GSH fluor 22 and RGS8-Gao reg 100.
`CC(Oc1ccccc1)C(=O)Nc1oc(-c2ccco2)c(-c2ccco2)c1C#N` (configuration not stated) gave ABCB1 block 0.4, RGS4-Gao reg 96, Bcl-B Bim block 4, Bcl-W Bim block 4, ABCG2 block 0, Bcl-XL Bim block 0, Bcl-2 Bim block 4, RGS7-Gao 96, Bim-Bfl-1 4, GSH fluor 4 and RGS8-Gao reg 96.
`CNC(=S)N(CCc1c(C)[nH]c2ccc(C)cc12)Cc1cccs1` gave ABCB1 block 0.1, RGS4-Gao reg 100, Bcl-B Bim block -11, Bcl-W Bim block -2, ABCG2 block 3, Bcl-XL Bim block -4, Bcl-2 Bim block -10, RGS7-Gao 104, Bim-Bfl-1 -10, GSH fluor 11 and RGS8-Gao reg 101.
For CC(C)c1ccc(NC(=O)C2CCCCC2C(=O)O)cc1 (configuration not stated) the results were ABCB1 block 1.2, RGS4-Gao reg 100, Bcl-B Bim block -8, Bcl-W Bim block 0, ABCG2 block 4, Bcl-XL Bim block -10, Bcl-2 Bim block -12, RGS7-Gao 101, Bim-Bfl-1 -12, GSH fluor 45 and RGS8-Gao reg 103.
Screening O=[N+]([O-])c1ccc(F)c(N=Cc2ccc(Br)s2)c1 returned ABCB1 block -0.4, RGS4-Gao reg 101, Bcl-B Bim block -7, Bcl-W Bim block -6, ABCG2 block -1, Bcl-XL Bim block -4, Bcl-2 Bim block -3, RGS7-Gao 102, Bim-Bfl-1 -4, GSH fluor 19 and RGS8-Gao reg 101.
`Cc1ccccc1C(=O)N=c1sccn1C` gave ABCB1 block 0.1, RGS4-Gao reg 108, Bcl-B Bim block -5, Bcl-W Bim block 0, ABCG2 block 1, Bcl-XL Bim block -11, Bcl-2 Bim block -7, RGS7-Gao 105, Bim-Bfl-1 -12, GSH fluor 31 and RGS8-Gao reg 105.
Screening CCCCC(=O)NCCc1ccc(S(N)(=O)=O)cc1 returned ABCB1 block 0.3, RGS4-Gao reg 101, Bcl-B Bim block -8, Bcl-W Bim block 1, ABCG2 block 1, Bcl-XL Bim block -3, Bcl-2 Bim block -7, RGS7-Gao 102, Bim-Bfl-1 -8, GSH fluor 26 and RGS8-Gao reg 100.
C/C=C/C(=O)OCC(=O)Nc1ccc(SC(F)F)cc1 was read as ABCB1 block -0.8, RGS4-Gao reg 104, Bcl-B Bim block -2, Bcl-W Bim block -1, ABCG2 block 0, Bcl-XL Bim block -3, Bcl-2 Bim block -6, RGS7-Gao inconclusive, Bim-Bfl-1 -7, GSH fluor 9 and RGS8-Gao reg 101.
CCOC(=O)CN/C=C(\C#N)c1ccc(F)cc1 was read as ABCB1 block 1.0, RGS4-Gao reg 102, Bcl-B Bim block 0, Bcl-W Bim block -1, ABCG2 block 3, Bcl-XL Bim block -4, Bcl-2 Bim block -2, RGS7-Gao 105, Bim-Bfl-1 -6, GSH fluor 20 and RGS8-Gao reg 102.
Screening O=C(NC(NNc1ccc([N+](=O)[O-])cc1)(C(F)(F)F)C(F)(F)F)c1ccc(F)cc1 returned ABCB1 block 1.1, RGS4-Gao reg 93, Bcl-B Bim block -8, Bcl-W Bim block -5, ABCG2 block 13, Bcl-XL Bim block -5, Bcl-2 Bim block -9, RGS7-Gao 93, Bim-Bfl-1 -12, GSH fluor 13 and RGS8-Gao reg 99.
Cc1cc(C)n(C(=O)CCC(=O)Nc2ccc(C)c(C)c2)n1 was read as ABCB1 block 0.6, RGS4-Gao reg 100, Bcl-B Bim block 0, Bcl-W Bim block -3, ABCG2 block 3, Bcl-XL Bim block -1, Bcl-2 Bim block 2, RGS7-Gao 99, Bim-Bfl-1 0, GSH fluor 20 and RGS8-Gao reg 102.
`CC1=C(C(N)=O)C(c2cccc(O)c2)n2nc(CCCO)nc2N1` (configuration not stated) gave ABCB1 block -0.2, RGS4-Gao reg 111, Bcl-B Bim block -4, Bcl-W Bim block -3, ABCG2 block -1, Bcl-XL Bim block -9, Bcl-2 Bim block -1, RGS7-Gao 106, Bim-Bfl-1 -6, GSH fluor 26 and RGS8-Gao reg 111.
For CCOC(=O)c1cnc(SCC(=O)Nc2cc(OC)ccc2OC)nc1N the results were ABCB1 block 0.8, RGS4-Gao reg 96, Bcl-B Bim block -7, Bcl-W Bim block -1, ABCG2 block 5, Bcl-XL Bim block -6, Bcl-2 Bim block -4, RGS7-Gao 99, Bim-Bfl-1 -10, GSH fluor 39 and RGS8-Gao reg 98.
For C#CCn1c(C)cc(C)c(S(=O)(=O)c2ccccc2)c1=O the results were ABCB1 block 0.1, RGS4-Gao reg 102, Bcl-B Bim block 0, Bcl-W Bim block 0, ABCG2 block -1, Bcl-XL Bim block 2, Bcl-2 Bim block 0, RGS7-Gao 104, Bim-Bfl-1 -2, GSH fluor 20 and RGS8-Gao reg 99.
For CCCCOc1ccc(CSCCN=C(N)N)cc1 the results were ABCB1 block 0.9, RGS4-Gao reg 108, Bcl-B Bim block 0, Bcl-W Bim block 0, ABCG2 block 8, Bcl-XL Bim block 0, Bcl-2 Bim block -3, RGS7-Gao 99, Bim-Bfl-1 -2, GSH fluor 22 and RGS8-Gao reg 108.
`CC1Cc2cc(-c3csc(NC(=O)Cc4ccccc4)n3)ccc2N1S(C)(=O)=O` (configuration not stated) gave ABCB1 block 0.5, RGS4-Gao reg 101, Bcl-B Bim block -9, Bcl-W Bim block 0, ABCG2 block 38, Bcl-XL Bim block -5, Bcl-2 Bim block -12, RGS7-Gao 99, Bim-Bfl-1 -16, GSH fluor 37 and RGS8-Gao reg 103.
`O=C(CCSCc1ccccc1F)NCc1cccs1` gave ABCB1 block 0.3, RGS4-Gao reg 100, Bcl-B Bim block 0, Bcl-W Bim block 2, ABCG2 block 5, Bcl-XL Bim block -5, Bcl-2 Bim block -3, RGS7-Gao 107, Bim-Bfl-1 -2, GSH fluor 22 and RGS8-Gao reg 99.
For CC(/C=C/C=C/c1ccccc1)=N\NC(=O)c1cccnc1 the results were ABCB1 block 0.1, RGS4-Gao reg 102, Bcl-B Bim block 0, Bcl-W Bim block 1, ABCG2 block 2, Bcl-XL Bim block 0, Bcl-2 Bim block -4, RGS7-Gao 103, Bim-Bfl-1 -2, GSH fluor 11 and RGS8-Gao reg 100.
For CCOc1ccccc1N1CCN(CC(=O)c2c(N)n(C)c(=O)n(C)c2=O)CC1 the results were ABCB1 block -0.2, RGS4-Gao reg 97, Bcl-B Bim block 2, Bcl-W Bim block 0, ABCG2 block -2, Bcl-XL Bim block 3, Bcl-2 Bim block 0, RGS7-Gao inconclusive, Bim-Bfl-1 -3, GSH fluor 12 and RGS8-Gao reg 100.
For Cc1ccc2nc(SC(C)C(=O)N3CC(C)OC(C)C3)[nH]c2c1 (configuration not stated) the results were ABCB1 block 2.0, RGS4-Gao reg 99, Bcl-B Bim block -9, Bcl-W Bim block 0, ABCG2 block 5, Bcl-XL Bim block -3, Bcl-2 Bim block -1, RGS7-Gao inconclusive, Bim-Bfl-1 -2, GSH fluor 16 and RGS8-Gao reg 99.
Cc1ccc(Nc2nc(C(=O)NCCCN3CCOCC3)cs2)cc1 was read as ABCB1 block 0.2, RGS4-Gao reg 102, Bcl-B Bim block -2, Bcl-W Bim block 0, ABCG2 block 3, Bcl-XL Bim block 0, Bcl-2 Bim block 0, RGS7-Gao 101, Bim-Bfl-1 0, GSH fluor 12 and RGS8-Gao reg 102.
`CC(=O)Oc1ccccc1C(=O)Oc1ccc(/C=N/n2cnnc2)cc1` gave ABCB1 block -0.7, RGS4-Gao reg 100, Bcl-B Bim block -7, Bcl-W Bim block 0, ABCG2 block 4, Bcl-XL Bim block -1, Bcl-2 Bim block -7, RGS7-Gao 98, Bim-Bfl-1 -12, GSH fluor 30 and RGS8-Gao reg 97.
For CC(=O)Nc1ccc(N2C(=O)CSC2c2ccc(F)cc2)cc1 (configuration not stated) the results were ABCB1 block 0.2, RGS4-Gao reg 102, Bcl-B Bim block -1, Bcl-W Bim block 0, ABCG2 block 0, Bcl-XL Bim block 0, Bcl-2 Bim block -2, RGS7-Gao 101, Bim-Bfl-1 -6, GSH fluor 76 and RGS8-Gao reg 100.

Reprinted from the results shown, two compounds:
CCOC(=O)CN/C=C(\C#N)c1ccc(F)cc1 was read as ABCB1 block 1.0, RGS4-Gao reg 102, Bcl-B Bim block 0, Bcl-W Bim block -1, ABCG2 block 3, Bcl-XL Bim block -4, Bcl-2 Bim block -2, RGS7-Gao 105, Bim-Bfl-1 -6, GSH fluor 20 and RGS8-Gao reg 102.
Screening O=C(NC(NNc1ccc([N+](=O)[O-])cc1)(C(F)(F)F)C(F)(F)F)c1ccc(F)cc1 returned ABCB1 block 1.1, RGS4-Gao reg 93, Bcl-B Bim block -8, Bcl-W Bim block -5, ABCG2 block 13, Bcl-XL Bim block -5, Bcl-2 Bim block -9, RGS7-Gao 93, Bim-Bfl-1 -12, GSH fluor 13 and RGS8-Gao reg 99.

Screening results: PubChem, NMMLSC
